Source: PubChem (National Center for Advancing Translational Sciences (NCATS))
ALOX12 inh = Primary qHTS assay for inhibitors of human arachidonate 12S-lipoxygenase (ALOX12): Round 2 | Polyunsaturated fatty acid lipoxygenase ALOX12 (Homo sapiens), P18054 | purified 12hLO, xylenol orange hydroperoxide absorbance | Potency, µM (series often up to 108 µM), for inactives: top-dose activity change, negative = inhibition, most hits filed as inhibitors | hit rate 1.1% among 580,000; note: potency is the fitted concentration of half-maximal effect; % is set by controls: 0 for no effect and ±100 for the full control effect
Target sequence (P18054 whole entry, looked up): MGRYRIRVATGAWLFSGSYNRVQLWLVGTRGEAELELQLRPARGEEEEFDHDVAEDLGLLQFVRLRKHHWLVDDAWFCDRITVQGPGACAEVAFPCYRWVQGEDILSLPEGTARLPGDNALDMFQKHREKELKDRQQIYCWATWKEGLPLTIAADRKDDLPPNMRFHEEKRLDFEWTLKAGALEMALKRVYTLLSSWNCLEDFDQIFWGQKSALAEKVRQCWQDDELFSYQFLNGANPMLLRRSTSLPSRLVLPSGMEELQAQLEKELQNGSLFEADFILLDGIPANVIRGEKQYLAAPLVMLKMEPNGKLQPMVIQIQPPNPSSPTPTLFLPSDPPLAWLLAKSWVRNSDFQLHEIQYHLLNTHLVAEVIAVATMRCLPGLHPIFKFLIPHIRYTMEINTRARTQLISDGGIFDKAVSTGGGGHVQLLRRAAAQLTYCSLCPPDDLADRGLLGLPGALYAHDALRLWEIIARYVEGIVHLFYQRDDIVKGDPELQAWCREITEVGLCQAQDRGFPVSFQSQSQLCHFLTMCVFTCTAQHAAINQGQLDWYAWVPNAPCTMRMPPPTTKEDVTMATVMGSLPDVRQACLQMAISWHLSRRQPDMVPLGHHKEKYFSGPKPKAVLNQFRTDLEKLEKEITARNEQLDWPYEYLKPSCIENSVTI
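Hydroperoxide product was detected by ferrous iron/xylenol orange as the 573 to 405 nm absorbance ratio. Arachidonic acid at 40 uM (final) was turned over for 30 min at room temperature by 150 nM human 12hLO, pH 7.0 Hepes buffer, after 15 min compound preincubation.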
JMJD2A Tudor = qHTS Assay for Inhibitors of JMJD2A-Tudor Domain; AID 504339, 2011; hit rate 4.4% among 390,000; Lysine-specific demethylase 4A (Homo sapiens), O75164; AlphaScreen JMJD2A-Tudor / H3K4me3 peptide binding; Potency, µM (doses to about 114 µM), without a hit: top-dose activity change, negative = inhibition, actives largely listed as inhibitors; note: potency is the fitted concentration of half-maximal effect; % is set by controls: 0 for no effect and ±100 for the full control effect; nearly all actives have a fitted effect of over 50% in size
PI4K2A block = qHTS for small molecular inhibitors of PI4K2A; hit rate 0.13% among 420,000; purified PI4K2A, ADP-Glo luminescence, 1 h; stronger effect = lower value; AID 1346378, 2018; activity change, negative = inhibition, % at 76.9 µM; in the data active = activity change below about -50%; inconclusive = mostly about -30% to -49%;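 note: -100% = wells without enzyme as full effect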
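Compounds are screened against recombinant PI4K2A using PI as substrate and ATP, the latter dispensed at 300 microM. Reactions run one hour at ambient temperature before ADP-Glo detection; full inhibition defined by wells lacking enzyme.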
RGS4 inhibitor = Inhibitors of Regulator of G Protein Signaling (RGS) 4: qHTS; Regulator of G-protein signaling 4 (Homo sapiens), P49798; Transcreener GDP fluorescence polarization, RGS4-accelerated GTP hydrolysis; Potency, µM (top dose mostly 114 µM), for the others: top-dose activity change, negative = inhibition, most hits filed as inhibitors; hit rate 0.039% among 390,000; AID 504845, 2011; note: potency is the fitted concentration of half-maximal effect; % is set by controls: 0 for no effect and ±100 for the full control effect; nearly all actives have a fitted effect of over 75% in size; some results filed as inactive show a strong effect at the top dose
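MLSMR compounds (23 nl, pin-transferred) preincubated 10 min at room temperature with a 500nM (2x) first reagent, then RGS4 at 900nM (2x) plus Transcreener GDP mix added; fluorescence polarization (620/688 nm) read before and after 90 min at 30 °C.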
HP1b chromo inh = HTS for Inhibitors of HP1-beta Chromodomain Interactions with Methylated Histone Tails; Chromobox protein homolog 1 (Homo sapiens), P83916; AlphaScreen HP1-beta / biotin-H3K9me3 peptide binding; Potency, µM (titrated, usually from 114 µM), for the others: at the top dose activity change, negative = inhibition, hits mostly inhibitors; hit rate 0.56% among 390,000; AID 540317, 2011; note: potency is the fitted concentration of half-maximal effect; nearly all actives have a fitted effect of over 70% in size; inactives centre near 23
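AlphaScreen: HP1-beta (50 nM) preformed 30 min with biotin-H3(1-18)K9me3 peptide (50 nM) in PBS pH 7.4, 0.01% Tween-20. Compound added for 30 min at RT, then streptavidin donor/nickel chelate acceptor beads (10 ug/mL) for 30 min.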
G9a block = qHTS Assay for Inhibitors of Histone Lysine Methyltransferase G9a; Histone-lysine N-methyltransferase EHMT2 (Homo sapiens), Q96KQ7; G9a H3K9 monomethylation, AlphaScreen, 2 h; Potency, µM (highest dose often 102 µM), for inactives: top-dose activity, negative = inhibition, usual class: inhibitors; hit rate 8.8% among 350,000; note: potency is the fitted concentration of half-maximal effect; % is set by controls: 0 for no effect and ±100 for the full control effect; nearly all actives have a fitted effect of over 75% in size
Target sequence (Q96KQ7 913-1193 limits assumed): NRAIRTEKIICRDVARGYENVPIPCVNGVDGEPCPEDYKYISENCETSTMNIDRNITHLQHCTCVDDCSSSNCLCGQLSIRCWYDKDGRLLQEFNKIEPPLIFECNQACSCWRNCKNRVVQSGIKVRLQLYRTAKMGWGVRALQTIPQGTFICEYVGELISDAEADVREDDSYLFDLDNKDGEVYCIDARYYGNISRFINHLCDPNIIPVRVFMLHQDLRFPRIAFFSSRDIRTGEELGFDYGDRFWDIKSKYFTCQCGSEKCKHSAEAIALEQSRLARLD
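Chemiluminescent proximity detection of H3K9 monomethylation, read after 10 min bead incubation in the dark. Reaction: 20 nM G9a, 500 nM biotin-H3K9 peptide, 20 uM SAM cofactor, 2 h, room temperature, following 15 min enzyme-compound preincubation.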
BAZ2B inh = qHTS Assay for Inhibitors of BAZ2B | AlphaScreen BAZ2B-H3K14Ac peptide displacement | hit rate 4.4% among 360,000 | Potency, µM (series often up to 114 µM), without a hit: top-dose activity change, negative = inhibition, hits mostly inhibitors; note: potency is the fitted concentration of half-maximal effect; % is set by controls: 0 for no effect and ±100 for the full control effect; nearly all actives have a fitted effect of over 60% in size
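Protein-peptide AlphaScreen: BAZ2B 50 nM, b-H3K14Ac 50 nM, 1x PBS pH 7.4 + 0.01% Tween-20. Preincubation 30 min RT; cpd 30 min RT (top 110 uM); beads 20 min RT, light-protected.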
ERG-DNA inh = qHTS for Small Molecule Inhibitors of the ERG Ets/DNA interaction. Potency, µM (series often up to 76.9 µM), inactives show at the top dose FP activity, negative = inhibition, usual class: inhibitors. fluorescence polarization, His-ERG Ets domain / labelled DNA. Transcriptional regulator ERG (Homo sapiens), P11308. hit rate 0.028% among 370,000; active = well fitted inhibition curve with a large enough effect in the polarisation, with a control signal flat; inconclusive = small, poorly fitted or top-dose-only effect, or effect the other way, or a change in a side signal; inactive = no such curve, though single readings can be large or run the other way; the % refers to the polarisation;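 note: polarization taken with two DNA probes labelled with fluorescein and Texas red; potency is the fitted concentration of half-maximal effect; % of control where 0% means no effect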
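His-tagged ERG Ets domain (1 uM in the protein solution; 300mM KCl, 50mM Tris-HCl, 1mM EDTA, 1mM DTT, pH 7.5) received compound, then a probe mix of 5 nM fluorescein-DNA and 100nM Texas-615-DNA. Fluorescence polarization was read for both dyes.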
GLS inhibitor = qHTS for Inhibitors of Glutaminase (GLS); GLS enzymatic activity, qHTS titration; Potency, µM (doses to about 45.5 µM), for inactives: at the highest dose activity change, negative = inhibition, most hits filed as inhibitors; Glutaminase kidney isoform, mitochondrial (Homo sapiens), O94925; hit rate 0.21% among 410,000; note: potency is the fitted concentration of half-maximal effect; % is set by controls: 0 for no effect and ±100 for the full control effect
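Compounds were pin-transferred onto hKGA, after which L-glutamine (1 mM solution) and a detection mix of glutamate oxidase, HRP and Amplex Red were added. Initial and 30 min RT fluorescence reads were collected.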
* = called active by the depositor; u = inconclusive; x = no result given; [ ] = remark or other dose. Unless noted, calls come from the whole dose curve; as a rule, active = well fitted curve in the direction sought with a large enough effect; inconclusive = small, poorly fitted or top-dose-only effect, or another doubt; inactive = no such curve, though single readings can be large; an effect the other way counts as inactive or inconclusive.

SMILES | ALOX12 inh | JMJD2A Tudor | PI4K2A block | RGS4 inhibitor | HP1b chromo inh | G9a block | BAZ2B inh | ERG-DNA inh | GLS inhibitor
CCN(/C=N/c1sc2c(c1C#N)CCCCC2)CC | 44.7µM* | u | 3.6 | 35.3% | -28.4% | -3.3%[59 µM] | -8.5%[57.1 µM] | 1.9% | 6.6%
O=c1c(O)c(-c2ccc3c(c2)OCO3)oc2ccccc12 | u | -0.7%[11.4 µM] | 2.9 | -20.7%[11.4 µM] | 15.8% | u | 1.2% | 7.0% | 4.0%
CC12CCC(C(=O)NNc3ccccc3)(C(=O)C1=O)C2(C)C (stereo not drawn) | u | 0.0% | 2.4 | 2.7% | 44.3%[activator] | -21.6%[59 µM] | -3.7% | -15.7% | 44.1%[activator]
COc1cccc(-c2nc(CS(=O)(=O)CC(=O)NCCCN3CCc4ccccc4C3)c(C)o2)c1 | -2.9% | 10.5% | 0.5 | 10.0% | 27.3% | 30.8%[0.501 µM] | u | -3.5% | x
O=C1/C(=C\c2ccc(Cl)c(Cl)c2)CN(C(=O)CCN2CCOCC2)C/C1=C/c1ccc(Cl)c(Cl)c1 | u | 35.5µM* | -8.0 | -109.2% | -32.6% | x | x | 0.7% | -10.4%
CCCOc1ccc(Oc2nc(NCC(C)C)nc(N(C)C)n2)nn1 | -18.5% | 0.0% | -4.2 | -29.2% | 37.5%[activator] | -1.2%[59 µM] | 1.6% | -1.0% | 9.5%
CC(C)c1cccc(C(C)C)c1NC(=O)CN1C(=O)NC2(CCCC2)C1=O | 5.3% | -9.4% | 1.2 | -1.2% | 12.4% | u | 2.3% | -5.2% | 0.5%
Cc1cc(NC(=O)c2ccc(COc3ccccc3Cl)o2)no1 | -5.5% | -24.0% | -3.9 | -8.4% | 31.9% | 6.6% | -8.8% | 14.3% | 3.1%
CCc1nn2c(=O)cc(COC(=O)c3ccc(NC(=O)c4cccs4)cc3)nc2s1 | 0.4% | 5.6% | -0.4 | 6.8% | 30.5% | 8.9%[12.7 µM] | -3.7% | 3.4% | -1.1%
Cc1c(C(=O)Nc2cc(S(=O)(=O)N3CCOCC3)ccc2N2CCOCC2)oc2ccccc12 | -4.6% | -15.5% | 2.6 | 10.2% | 35.2% | u | -19.7% | 10.0% | -8.7%
CC(C)(C)C(O)(CC#CCN1CCCC1)c1ccccc1 (stereo not drawn) | u | -4.5% | 1.5 | 16.8% | 11.8% | 4.1% | -17.7% | -3.7% | 3.4%
O=C(CSc1nc(Nc2ccccc2)nc(N2CCOCC2)n1)NC1CCCCC1 | u | 2.2% | -2.8 | -9.1% | 18.1% | x | -12.9% | -5.4% | 10.3%
CCOC(=O)c1sc(NC(=O)CSc2nnc(Cc3ccccc3)o2)c(C(=O)OCC)c1C | 8.3% | -8.6% | -1.9 | -25.4% | 32.5% | -8.3% | 2.5% | -1.7% | -1.3%
COc1cccc(NC(=O)C(=O)N2CCOCC2)c1 | 316.8%[activator] | -8.3% | -3.2 | -6.4% | 17.1% | -9.6%[59 µM] | -3.7% | -7.3% | 3.0%
C/C(CS(=O)(=O)c1ccccc1)=N\O | 3.9% | -3.1% | 0.0 | 15.9% | 5.0% | 1.2% | 0.0% | -4.3% | 1.9%

In the list so far, these contain a halogen.
SMILES | ALOX12 inh | JMJD2A Tudor | PI4K2A block | RGS4 inhibitor | HP1b chromo inh | G9a block | BAZ2B inh | ERG-DNA inh | GLS inhibitor
O=C1/C(=C\c2ccc(Cl)c(Cl)c2)CN(C(=O)CCN2CCOCC2)C/C1=C/c1ccc(Cl)c(Cl)c1 | u | 35.5µM* | -8.0 | -109.2% | -32.6% | x | x | 0.7% | -10.4%
Cc1cc(NC(=O)c2ccc(COc3ccccc3Cl)o2)no1 | -5.5% | -24.0% | -3.9 | -8.4% | 31.9% | 6.6% | -8.8% | 14.3% | 3.1%

Next part:
SMILES | ALOX12 inh | JMJD2A Tudor | PI4K2A block | RGS4 inhibitor | HP1b chromo inh | G9a block | BAZ2B inh | ERG-DNA inh | GLS inhibitor
Nc1cccc(NC(=O)c2cccs2)c1 | 0.0% | -18.2% | 2.6 | 16.6% | 19.0% | 24.5%[59 µM] | -2.7% | -2.0% | 18.5%
O=C(NC(=S)NNS(=O)(=O)c1ccccc1)c1ccc([N+](=O)[O-])cc1 | u | -30.7% | 2.7 | -37.5% | -6.6% | u | -8.3% | -3.1% | 15.8%
Cc1cc(NS(=O)(=O)c2ccc(NC(=O)Nc3ccccc3)cc2)no1 | 6.8% | -15.8% | -4.3 | 21.5% | 14.8% | -10.3%[12.7 µM] | 10.4% | -4.2% | 4.8%
CN(C)N1C(=O)c2c(Cl)c(Cl)c(Cl)c(Cl)c2C1=O | 4.7% | -7.6% | 3.0 | 23.9% | 25.2%[57 µM] | x | x | 13.5% | -7.0%
COC(=O)C1=CN(CC2CCCO2)C=C(C(=O)OC)C1c1ccsc1 (stereo not drawn) | 0.0% | 0.9% | -2.1 | -20.8% | 37.8%[activator] | 4.1% | 2.6% | -2.1% | -4.8%
O=C(CSc1nnc(Cc2ccccc2)o1)c1cc(F)ccc1F | -0.8% | -5.1% | -5.1 | -8.8% | 79.0%[activator] | 3.5% | -1.3% | -0.4% | -1.8%
OC(CNc1ccnc2cc(Cl)ccc12)CNC1CCCCC1 (stereo not drawn) | -14.3% | -21.5% | 0.4 | 15.9% | 8.9% | x | x | x | -0.3%
COc1ccc(CCNC(=O)[C@H](C)NC(=O)[C@@H]2CSC3c4ccccc4C(=O)N32)cc1 (stereo partly drawn) | 18.2% | -18.1% | 3.2 | 4.6% | 32.7% | -2.3%[0.0925 µM] | -6.5% | 10.5% | 14.1%
CC(C)(C)C(=O)NC1CC2CCCC(C1)N2C(=O)Nc1ccccc1Cl (stereo not drawn) | 5.0% | -9.6% | -3.5 | -0.1% | 31.6% | x | -5.5% | -8.3% | -3.2%
CCOC(=O)c1c(-c2ccccc2)oc2ccc(NS(=O)(=O)c3ccc(C(C)C)cc3)cc12 | u | 1.0% | 2.0 | 0.4% | 32.6% | 5.9%[59 µM] | 1.3% | 0.2% | -9.6%
CCOC(=O)c1[nH]c(C)c(C(=O)OCC(=O)N2c3ccccc3CC2C)c1C (stereo not drawn) | -2.3% | -12.7% | 4.6 | 18.1% | 23.3% | 1.2% | 9.4%[57.1 µM] | -1.3% | -3.9%
COc1nc(OCC#N)nc(N2CCCCC2)n1 | -0.1% | -14.6% | 0.5 | -44.9% | 18.7% | 7.8% | x | 12.0% | 2.1%
NC(=O)c1oc2ccccc2c1NC(=O)C1CC(=O)N(c2ccccc2)C1 (stereo not drawn) | -26.9% | -11.6% | -2.3 | -31.0% | 29.4% | 44.7µM* | -0.3% | -9.2% | -6.5%
CCCCCCC[C@@H](C/C=C/CCC(=O)N(C)C/C(=C/Cl)C/C(=C\C(=O)N1CC(OC)=CC1=O)OC)OC | 1.3% | 18.8% | 3.1 | -7.1% | 65.7%[activator] | x | x | 12.0% | -7.4%
COC(=O)C1C(=O)NC(SC)=C(C#N)C1c1ccccc1 (stereo not drawn) | 27.4% | -6.0% | -3.2 | -13.8% | 31.8% | u | 0.0% | 10.5% | 26.8%
O=C(CCCCn1cnc2c(=S)nc[nH]c21)Nc1ccc(C(=O)O)c(O)c1 | u | 2.82µM* | -10.5 | -20.4% | 70.8µM* | x | x | -0.7% | -2.9%
CC(C)OCCCNc1ncc2c(n1)CC(c1cccs1)CC2=O (stereo not drawn) | -3.1% | -8.3% | -2.9 | 6.8% | 24.2% | u | -10.6% | 2.7% | -0.3%
CC(C)(C)CN1CCN(Cc2cccnc2)CC1CCO (stereo not drawn) | -7.2% | -2.7% | -1.6 | -6.7% | 13.4% | 1.1%[0.501 µM] | 10.3% | 1.1% | 5.3%
Clc1cccc(Cc2nn[nH]n2)c1 | 387.5%[activator] | -2.1% | 1.2 | 8.9% | 48.6%[activator] | u | -9.8% | 9.2% | -5.4%
O=C(Nc1ncc(Cc2cccc(Cl)c2)s1)c1ccc([N+](=O)[O-])cc1 | 22.6% | -12.9% | 5.4 | -3.2% | 21.6% | 19.4%[59 µM] | 5.3% | 5.9% | 3.0%
O=C1CS(=O)(=O)C2(C(=O)Nc3ccccc32)N1c1cccc(Cl)c1 (stereo not drawn) | -22.5% | -1.3% | 3.7 | -12.8% | 20.7% | 22.4µM* | 0.7%[57.1 µM] | 2.2% | 0.8%
COc1ccc(N2CC(NC(=O)COc3cccc(C)c3)CC2=O)cc1OC (stereo not drawn) | -2.1% | -4.2% | -3.2 | 27.9% | 16.8% | 25.3%[59 µM] | -4.3% | -5.0% | 6.9%

This is a subset, so the mix of outcomes need not match the whole.
